# Compound activity (PubChem BioAssay)
# PG9 binder: binders of HIV-1 gp120 antibody PG9, primary screen, biochemical, TR-FRET. inhibition, % at 6.7 µM. AID 624416, 2012. TR-FRET gp120-PG9 antibody binding. actives 0.43% (n = 360,000). HIV-1 gp120 / PG9 antibody interaction; in the data active = inhibition above about 8.5%
# mABHD4 FP: ABHD4 inhibitors, primary screen, biochemical, fluorescence polarization, mouse. inhibition, % at 8.92 µM. purified mABHD4, FP-Rh probe fluorescence polarization. actives 0.54% (n = 370,000). (Lyso)-N-acylphosphatidylethanolamine lipase (Mus musculus), Q8VD66;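 active = inhibition exceeding the mean over every tested compound plus 3 SD, cut at about 30% in these data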;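 also: 0% = plate median of compound wells and 100% = S159A mutant with DMSO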
#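 Assay system: wild-type mouse ABHD4 protein; compound: single nominal dose of 8.92 µM, 0.89% DMSO final; schedule: 45 min + 60 min at 25 °C; measured by: FP readout, ex 525 nm / em 598 nm; evaluation: % inhibition of FP-Rh probe binding versus controls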
# LEDGF integ inh: blockers of LEDGF/p75-dependent integrase strand transfer – biochemical, TR-FRET, high throughput, primary screen | HIV-1 integrase (with human LEDGF/p75) | TR-FRET IN-LEDGF/p75 DNA integration, Eu/Cy5 | inhibition, % at 3.7 µM | actives 0.64% (n = 370,000) | AID 743269, 2014;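 active = inhibition above the screen-wide mean plus 3 SD, cut at about 13% in these data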;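 also: signal is the Cy5 over europium emission ratio at 671 and 618 nm; 0% = plate median of compound wells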
# TCR-CD3 inh: inhibitors of human TCR-CD3 interaction, primary screen, biochemical, fluorescence, TAMRA-labeled TCR probe. inhibition, % at 9.4 µM. actives 0.37% (n = 360,000). AID 651800, 2012; in the data active = inhibition above about 19%;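 also: recombinant mutant TCR 2C K166C tagged with TAMRA read by polarization; 0% = receptor in buffer alone and 100% = receptor with positive control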
# DDE Tn7 FP inh: inhibitors of Tn7 peptide binding to fibrin DD(E), primary screen, biochemical, fluorescence polarization, human fibrin, Tn7 probe. FP displacement of FITC-Tn7 peptide from fibrin DD(E); 0% = median of compound wells per plate. inhibition, % at 8.3 µM. AID 720508, 2013. actives 0.13% (n = 370,000). Fibrinogen beta chain (Homo sapiens), P02675;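 active = inhibition above the mean of compounds falling within the control limits plus 3 SD of them, cut at about 14% in these data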;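 also: 0% = plate median of compound wells and 100% = 10 µM Aha-Tn7 peptide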
#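 Assay system: human fibrin DD(E) protein / Input: 2 µM fibrin DD(E) / Benchmarks: high control of 10 µM Aha-Tn7 peptide / Measured by: fluorescence polarization of the labelled Tn7 tracer / Medium: Tris buffer with calcium and detergent, pH 7.8 / Timing: 10 min compound pre-incubation, 3 h probe incubation at room temperature / Repeats: one replicate per compound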
# TDP2 absorb: human TDP2 enzyme inhibitors, primary screen, biochemical, epi absorbance, recombinant enzyme; AID 720702, 2013; inhibition, % at 12.8 µM; T5PNP hydrolysis, p-nitrophenol absorbance 415 nm; actives 0.34% (n = 370,000);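 active = inhibition above the mean of all tested compounds plus 3 SD, set per campaign, cut at about 25% in these data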;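 also: 0% = DMSO with enzyme and 100% = buffer with substrate but no TDP2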
# Target sequence (O95551 whole entry, looked up): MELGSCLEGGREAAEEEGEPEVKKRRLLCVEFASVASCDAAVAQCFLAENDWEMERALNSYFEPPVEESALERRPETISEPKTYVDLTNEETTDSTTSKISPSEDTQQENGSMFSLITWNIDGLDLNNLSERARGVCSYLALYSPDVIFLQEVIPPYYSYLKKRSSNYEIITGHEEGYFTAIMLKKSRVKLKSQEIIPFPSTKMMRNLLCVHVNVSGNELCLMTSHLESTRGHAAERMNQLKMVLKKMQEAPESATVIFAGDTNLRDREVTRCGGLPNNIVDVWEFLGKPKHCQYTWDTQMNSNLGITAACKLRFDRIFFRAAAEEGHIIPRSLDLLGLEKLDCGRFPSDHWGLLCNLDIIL
#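 Evaluation: % inhibition relative to enzyme-containing and enzyme-free wells. Material: recombinant human TDP2. Benchmarks: enzyme-free and DMSO wells. Timing: enzyme reaction with compound for 2 h at 37 °C. Compound dosing: 12.8 µM only. Measured by: p-Nitrophenol epi absorbance. Reagent: T5PNP substrate at 5 mM, a TopII-DNA adduct mimic. Replication: single well per compound.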
# UHRF1 binding: UHRF1 methylated DNA binding inhibitors, primary screen, counter-screen for MBD2 inhibitor project, biochemical, TR-FRET, human UHRF1, single concentration; UHRF1 binding to methylated oligo; actives 0.75% (n = 370,000); inhibition, % at 4.4 µM; in the data active = inhibition above about 21%;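 also: UHRF1 SRA domain binding a hemimethylated CpG hairpin DNA probe; 0% = median of test compound wells and 100% = reference inhibitor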
# PRMT1 inh: PRMT1 methyltransferase inhibitors, primary screen, biochemical, fluorescence polarization. inhibition, % at 2.79 µM. actives 1.3% (n = 370,000). AID 652257, 2013. recombinant PRMT1, activity-based probe fluorescence polarization;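 active = inhibition above about 21% made by adding two undisclosed values, limit read from the data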
# HTRA1 inh: HTRA1 serine protease inhibitors, primary screen, biochemical, fluorescence polarization, HTS. AID 504803, 2011. actives 0.5% (n = 340,000). recombinant HTRA1, FP-rhodamine activity-based probe. Q92743. inhibition, % at 5.96 µM; in the data active = inhibition above about 36%;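 also: 0% = enzyme with DMSO and 100% = wells lacking enzyme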
# SIAE inh: human SIAE inhibitors, primary screen, biochemical, fluorescence polarization, FP-Rh probe, 1536-well HTS; SIAE FP-Rh probe binding; inhibition, % at 9.66 µM; actives 0.69% (n = 370,000); AID 1053197, 2014;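 active = inhibition above a cutoff: mean of compounds within the control limits plus 3 SD of those, cut at about 17% in these data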;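 also: 0% = plate median of compound wells and 100% = probe without SIAE protein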
# Target sequence (Q9HAT2 whole entry, looked up): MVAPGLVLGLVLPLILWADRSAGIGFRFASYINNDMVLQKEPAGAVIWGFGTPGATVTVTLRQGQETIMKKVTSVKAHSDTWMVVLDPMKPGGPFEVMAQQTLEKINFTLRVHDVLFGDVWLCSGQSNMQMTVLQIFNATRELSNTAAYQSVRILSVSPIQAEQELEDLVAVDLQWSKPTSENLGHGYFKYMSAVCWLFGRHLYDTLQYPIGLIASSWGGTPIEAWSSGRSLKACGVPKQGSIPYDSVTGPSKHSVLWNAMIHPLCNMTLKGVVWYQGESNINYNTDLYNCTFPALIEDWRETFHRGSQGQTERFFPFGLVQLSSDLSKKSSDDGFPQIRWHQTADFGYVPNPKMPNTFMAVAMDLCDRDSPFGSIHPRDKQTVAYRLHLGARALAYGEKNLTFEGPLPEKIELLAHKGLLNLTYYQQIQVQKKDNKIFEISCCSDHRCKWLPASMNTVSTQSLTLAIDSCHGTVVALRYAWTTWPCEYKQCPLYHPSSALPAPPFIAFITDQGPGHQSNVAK
# * = called active by the depositor; nt = no result given. Not a hit list. About 4.2% of those tested had a hit in this group.
no.	SMILES	PG9 binder	mABHD4 FP	LEDGF integ inh	TCR-CD3 inh	DDE Tn7 FP inh
1	COc1ccc(Cc2c(-c3ccccc3)nc3c(C)cc(Br)cn23)c(C)c1	1.7	-4	2	2	5
2	CCN1CCN(CCNC(=O)C2CCCN(Cc3nc(-c4cccc(Cl)c4)oc3C)C2)CC1 (centres undefined)	-0.5	-7	5	1	0
3	CC(Sc1nc2ncc(Cl)cc2[nH]1)C(=O)Nc1ccc(C(N)=O)cc1 (centres undefined)	-0.4	7	-4	-1	3
4	C#CCN(CC=C)C(=O)CCc1nnc(COc2ccccc2)o1	-0.3	3	-1	-6	2
5	CSCC[C@H](NC(=O)OC(C)(C)C)c1nnc(SCc2ccccc2)o1	-3.7	0	-1	3	-1
6	COc1ccc(N2C(=O)CC(NNC(=O)c3ccc(Br)s3)C2=O)cc1 (centres undefined)	-1.6	5	1	11	7
7	CCOc1ccc(S(=O)(=O)NC2CCCCC2C)cc1 (centres undefined)	-0.9	4	-5	-12	1
8	COc1ccc2c(c1)nc(SCC(C)O)n2C (centres undefined)	-3.4	11	0	3	-3
9	COc1ccc(C(=O)NC(C)c2nnc(SCC(=O)Nc3nc(C)cs3)n2C)cc1 (centres undefined)	0.0	-9	-3	-2	1
10	Cc1ccc([C@H]2C[C@H](n3cc(COC(=O)c4ccccc4)nn3)[C@@H](O)CN2C(=O)C2CCCCC2)cc1	-1.4	3	1	-5	-1

no.	TDP2 absorb	UHRF1 binding	PRMT1 inh	HTRA1 inh	SIAE inh
1	7	20	2	nt	-5
2	-6	3	4	1	2
3	6	0	-3	-9	-6
4	6	3	2	5	-4
5	-11	-2	-2	-1	-3
6	-3	-4	-1	9	4
7	-10	3	0	-6	2
8	0	1	-1	1	-6
9	-5	10	8	-7	-4
10	8	0	-2	-25	-7

# The results go on:
no.	SMILES	PG9 binder	mABHD4 FP	LEDGF integ inh	TCR-CD3 inh	DDE Tn7 FP inh
11	CCOC(=O)c1c(S(=O)(=O)NCCc2cccs2)c(C)n(C)c1C	-0.3	0	0	-2	8
12	O=c1[nH][nH]c2c1[C@H](CCc1cccc(Cl)c1)O[C@H](C1CC1)C2	-1.4	12	-3	-8	2
13	CC1CCCCC1NC(=O)Cn1cnc2c1c(=O)n(C)c(=O)n2C (centres undefined)	-1.8	0	1	8	-2
14	O=C(COc1ccc(Cl)cc1)NCCN1CCCCC1	0.7	1	2	3	1
15	CC(C)(CO)NC12CC3CC(CC(C3)C1)C2	0.5	5	3	-6	0
16	C#CCNC(=O)C1=C[C@H](c2csc3ccccc23)C[C@H](OCc2ccc(CO)cc2)O1	0.5	0	4	-4	0
17	O=C(c1ccc(S(=O)(=O)N2CCOCC2)cc1)N1CCN(c2cccc(Cl)c2)CC1	-0.6	-2	0	4	2
18	CCN(CC)S(=O)(=O)c1cccc(C(=O)Nc2nnc(C)s2)c1	-0.6	2	3	-2	6
19	Cn1c(=O)n(C)c2cc(NC(=O)COc3ccc(Cl)cc3)ccc21	-0.4	-3	-2	3	6
20	CC(C)CC(=O)Nc1c(C(=O)N2CCN(Cc3ccccc3)CC2)oc2ccccc12	-3.3	-2	6	-10	4

no.	TDP2 absorb	UHRF1 binding	PRMT1 inh	HTRA1 inh	SIAE inh
11	-14	3	-1	3	6
12	6	0	3	nt	8
13	-6	-2	-3	3	-3
14	8	-4	-5	4	1
15	-6	2	3	2	-1
16	3	4	1	-84	-3
17	-3	7	0	3	3
18	-10	1	0	7	11
19	-8	4	1	-2	7
20	-24	1	-6	-5	4

# Other entries follow:
no.	SMILES	PG9 binder	mABHD4 FP	LEDGF integ inh	TCR-CD3 inh	DDE Tn7 FP inh
21	COc1ccc(OCCC(=O)N2CCOCC2)cc1	1.0	3	-1	7	3
22	Cc1ccc(OCc2ccc(Br)cc2)c([N+](=O)[O-])n1	-0.8	4	-2	-7	10
23	CN(Cc1cccnc1)C(=O)Cc1ccc(NS(=O)(=O)c2cccc(C(F)(F)F)c2)cc1	0.9	2	0	0	9
24	O=C(CN1C2=NCCCN2c2ccccc21)c1ccc([N+](=O)[O-])cc1	-0.7	3	-1	3	-10
25	C/C(=N\O)C(=O)OC1CC(C)CCC1C(C)C (centres undefined)	-0.4	-14	1	8	5
26	O=c1cc(-c2ccccc2)cc(-c2ccccc2)n1CCCO	-2.0	-2	1	2	-3
27	Cc1ccccc1NC(=O)c1c([N+](=O)[O-])c(C(C)(C)C)nn1C	1.3	2	1	-7	-3
28	COC(=O)C(Cc1ccc(O)cc1)NC(=O)Cn1cc(C)c(=O)[nH]c1=O (centres undefined)	0.5	8	-2	-1	-4
29	COc1ccc(N2CCN(C(=O)C3CCCO3)CC2)cc1 (centres undefined)	-1.8	4	-2	-1	-1
30	CC(C)NC(=O)N(C)C[C@H]1OCCCC[C@H](C)Oc2ccc(NC(=O)NC3CCCCC3)cc2C(=O)N([C@H](C)CO)C[C@@H]1C	1.3	5	-5	-1	-2

no.	TDP2 absorb	UHRF1 binding	PRMT1 inh	HTRA1 inh	SIAE inh
21	-1	0	1	5	-5
22	-1	4	5	nt	-4
23	17	0	-3	-10	0
24	-7	4	-2	2	-1
25	9	-1	-3	-12	-7
26	7	1	1	0	1
27	7	6	0	-4	-9
28	-9	2	4	11	1
29	6	2	1	5	0
30	5	1	0	-3	4

# Following part
no.	SMILES	PG9 binder	mABHD4 FP	LEDGF integ inh	TCR-CD3 inh	DDE Tn7 FP inh
31	COC(=O)C1(C)NC(c2ccc(O)cc2)C2C(=O)N(c3ccc4c(c3)OCCO4)C(=O)C21 (centres undefined)	-0.4	4	0	-2	4
32	CCc1ccc(C2N(c3ccc(OC)cc3)C(=O)C3CCCN32)cc1 (centres undefined)	-0.6	-7	3	3	-6
33	CCCCN(C)CCCNC(=O)c1ccc2c(c1)NC(=O)C(N1CCOCC1)S2 (centres undefined)	-1.1	-4	7	-4	0
34	O=C(NCCCN1CCN(c2ccc(F)cc2)CC1)Nc1ccccc1	nt	7	-1	nt	6
35	COc1ccc(/C=N/S(=O)(=O)c2ccccc2)cc1OC	-3.1	-13	-10	-4	7
36	CCOc1ccccc1NC(=O)COc1ccc(S(=O)(=O)N2CCCC2)cc1	-1.2	2	0	4	1
37	COc1ccc(CCNC(=O)CC2SC(=NCc3ccccc3)NC2=O)cc1 (centres undefined)	-0.2	5	0	4	15*
38	Fc1ccc(-c2ccnc3nc(N4CCOCC4)nn23)cc1	2.2	2	-1	3	4
39	COC(=O)c1sccc1S(=O)(=O)Nc1ccc(S(N)(=O)=O)cc1	2.1	0	4	-2	-9
40	COc1ccc(OCCCC(=O)OC(C)C(=O)Nc2ccccc2[N+](=O)[O-])cc1 (centres undefined)	0.0	-5	2	8	-8

no.	TDP2 absorb	UHRF1 binding	PRMT1 inh	HTRA1 inh	SIAE inh
31	1	3	-4	-6	-2
32	-4	-1	-3	6	-1
33	12	-1	1	-2	1
34	-8	-2	1	nt	1
35	-13	6	9	6	-7
36	-4	0	-3	-1	1
37	1	-1	2	-1	6
38	6	1	4	2	-1
39	2	0	-5	4	-2
40	3	-2	2	-2	-1

# (next part)
no.	SMILES	PG9 binder	mABHD4 FP	LEDGF integ inh	TCR-CD3 inh	DDE Tn7 FP inh
41	CN(C(=O)COC(=O)c1cc(=O)[nH]c2ccccc12)C1CCCCC1	0.1	5	-9	1	6
42	O=C(CSc1nc(-c2ccco2)cc(C(F)(F)F)n1)N1CCN(Cc2ccccc2)CC1	-1.6	3	-3	8	3
43	O=c1[nH]c(C(Cl)Cl)nc2sc3c(c12)CCN(Cc1ccccc1)C3	-2.0	-5	3	25*	1
44	O=C(CC1CC2CCC1C2)OCC(=O)c1c[nH]c2ccccc12 (centres undefined)	-0.8	-41	2	3	3
45	CCN(CC)C(=O)CSc1nnc(-c2ccc(C(C)(C)C)cc2)n1-c1ccc(Cl)cc1	nt	0	-6	nt	4
46	COc1ccccc1C(=O)Nc1c2c(nn1-c1ccc(Cl)cc1)CS(=O)(=O)C2	-4.1	7	2	-2	-2
47	COc1ccc(CC(=O)N2CCNC2=O)cc1	-0.2	2	0	-3	-1
48	CCCC(c1nnnn1Cc1ccc(OC)cc1)N1CCN(c2ccccc2OC)CC1 (centres undefined)	-2.4	5	-2	7	-10

no.	TDP2 absorb	UHRF1 binding	PRMT1 inh	HTRA1 inh	SIAE inh
41	3	-2	4	-1	4
42	-2	1	1	-7	1
43	10	-4	3	6	-4
44	5	14	0	-28	-11
45	2	0	-6	nt	3
46	-6	-1	-2	2	-7
47	0	7	3	-1	-4
48	0	-2	0	-2	2

# Sorted by heavy-atom count (lowest first): 9 of the compounds above.
no.	SMILES	PG9 binder	mABHD4 FP	LEDGF integ inh	TCR-CD3 inh	DDE Tn7 FP inh
47	COc1ccc(CC(=O)N2CCNC2=O)cc1	-0.2	2	0	-3	-1
35	COc1ccc(/C=N/S(=O)(=O)c2ccccc2)cc1OC	-3.1	-13	-10	-4	7
38	Fc1ccc(-c2ccnc3nc(N4CCOCC4)nn23)cc1	2.2	2	-1	3	4
43	O=c1[nH]c(C(Cl)Cl)nc2sc3c(c12)CCN(Cc1ccccc1)C3	-2.0	-5	3	25*	1
3	CC(Sc1nc2ncc(Cl)cc2[nH]1)C(=O)Nc1ccc(C(N)=O)cc1 (centres undefined)	-0.4	7	-4	-1	3
34	O=C(NCCCN1CCN(c2ccc(F)cc2)CC1)Nc1ccccc1	nt	7	-1	nt	6
1	COc1ccc(Cc2c(-c3ccccc3)nc3c(C)cc(Br)cn23)c(C)c1	1.7	-4	2	2	5
31	COC(=O)C1(C)NC(c2ccc(O)cc2)C2C(=O)N(c3ccc4c(c3)OCCO4)C(=O)C21 (centres undefined)	-0.4	4	0	-2	4
2	CCN1CCN(CCNC(=O)C2CCCN(Cc3nc(-c4cccc(Cl)c4)oc3C)C2)CC1 (centres undefined)	-0.5	-7	5	1	0

no.	TDP2 absorb	UHRF1 binding	PRMT1 inh	HTRA1 inh	SIAE inh
47	0	7	3	-1	-4
35	-13	6	9	6	-7
38	6	1	4	2	-1
43	10	-4	3	6	-4
3	6	0	-3	-9	-6
34	-8	-2	1	nt	1
1	7	20	2	nt	-5
31	1	3	-4	-6	-2
2	-6	3	4	1	2
